High-throughput results (PubChem)
Platelet DG rel: platelet dense granule release activity. human platelet-rich plasma, SFLLRN dense granule ATP release, luminescence. inhibition, %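 (compounds screened at 7.5 µM in platelet-rich plasma)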. 0.22% of 300,000 active. AID 1663;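 active = mean replicate score, as percent of positive control, at or above 50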
aSyn 5UTR inh: 5' untranslated region of α-synuclein, MLPCN primary screen | alpha-synuclein 5'UTR reporter, inhibitor activity | inhibition, % (tested at 7.5 µM) | 0.82% of 300,000 active | AID 1813; in the data active = inhibition above about 60%;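 also: H4 neuroglioblastoma cells stably carrying SNCA 5'UTR luciferase fusion; 0% = DMSO wells and 100% = positive control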
GSK3A inh: human GSK-3 alpha kinase inhibition | P49840 | ADP-Glo luminescence, 60 min | inhibition, % at 10 µM | 0.1% of 320,000 active;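 in the data active = inhibition above about 50%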;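 also: GST-tagged GSK-3 alpha with peptide substrate and 25 µM ATP; 0% = DMSO neutral wells and 100% = GW8510 positive control wells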
Target sequence (P49840 whole entry, looked up): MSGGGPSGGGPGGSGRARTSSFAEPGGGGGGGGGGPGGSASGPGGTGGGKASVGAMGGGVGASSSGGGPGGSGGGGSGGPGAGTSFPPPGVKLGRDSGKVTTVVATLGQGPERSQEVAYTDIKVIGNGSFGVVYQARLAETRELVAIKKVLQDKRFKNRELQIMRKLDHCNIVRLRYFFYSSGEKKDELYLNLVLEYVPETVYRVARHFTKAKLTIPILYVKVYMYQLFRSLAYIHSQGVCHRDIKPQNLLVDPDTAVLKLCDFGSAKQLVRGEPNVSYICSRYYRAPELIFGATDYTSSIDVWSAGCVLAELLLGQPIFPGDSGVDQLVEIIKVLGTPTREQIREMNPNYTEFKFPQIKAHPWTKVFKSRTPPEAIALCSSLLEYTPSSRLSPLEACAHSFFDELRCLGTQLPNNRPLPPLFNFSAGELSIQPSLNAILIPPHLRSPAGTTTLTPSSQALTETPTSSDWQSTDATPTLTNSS
KLF5 inh: suppresses KLF5 promoter-driven expression. DLD-1 KLF5 promoter-luciferase reporter, luminescence. inhibition, % at 5 µM. 0.23% of 290,000 active. AID 1700;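 active = inhibition above a per-plate limit of that plate's mean compound inhibition plus 3 SD, cut at about 60% in these data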;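 also: 0% = DMSO wells and 100% = LY294002 at 200 µM; higher means less KLF5 promoter-driven luciferase light; inactives centre near -14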
HSP90 inh: HSP90 refolding inhibition in rabbit reticulocyte lysate; 0.91% of 290,000 active; luciferase refolding luminescence, 3 h; inhibition, % at 5.6 µM;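 active = inhibition above the screen-wide mean plus 3 SD, computed separately per campaign, cut at about 16% in these data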;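 also: 0% = DMSO wells and 100% = 60 µM geldanamycin wells; inhibitors lower the luminescence because luciferase stays unfolded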
IEC-6 tox: IEC-6 cytotoxicity, counter-screen for KLF5 inhibitors | luminescence viability | inhibition, % at 5 µM | 0.78% of 290,000 active | AID 1825; in the data active = inhibition above about 22%;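 also: 0% = plate median of test compound wells and 100% = cytotoxic reference compound wells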
Dyrk1A ADPGlo: Dyrk1A (rat) kinase inhibition | ADP-Glo luminescence, NFATc1 peptide | AID 504441 | inhibition, % at 12.5 µM | 0.43% of 310,000 active | Q63470; in the data active = inhibition above about 50%;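 also: plate controls were vehicle with enzyme for no effect and no enzyme for full effect; many of its hits are not listed in these tables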
GSK3B inh: inhibitors of human GSK3beta kinase; P49841; GST-GSK3beta kinase, ADP-Glo luminescence, 60 min; stronger effect = lower value; activity score (negative = inhibition), % at 10 µM; 0.038% of 300,000 active; AID 2097;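 active = more than half of replicate wells score below -50%, meaning over 50% inhibition versus plate controls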;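 also: 0% = median DMSO wells and -100% = median GW8510 positive control wells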
Target sequence (P49841 whole entry, looked up): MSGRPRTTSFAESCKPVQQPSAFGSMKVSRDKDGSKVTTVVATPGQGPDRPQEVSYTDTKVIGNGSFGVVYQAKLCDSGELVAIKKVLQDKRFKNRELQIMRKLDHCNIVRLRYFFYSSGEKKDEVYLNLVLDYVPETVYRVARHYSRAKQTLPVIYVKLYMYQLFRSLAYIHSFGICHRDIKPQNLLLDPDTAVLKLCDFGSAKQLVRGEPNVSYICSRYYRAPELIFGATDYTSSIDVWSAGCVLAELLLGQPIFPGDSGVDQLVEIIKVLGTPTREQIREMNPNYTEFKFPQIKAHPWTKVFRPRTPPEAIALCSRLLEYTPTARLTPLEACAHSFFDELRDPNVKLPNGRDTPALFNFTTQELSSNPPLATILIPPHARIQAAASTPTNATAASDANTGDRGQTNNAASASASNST
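Test system: GST-tagged human GSK3beta kinase, cell-free; evaluation: activity score scaled between in-plate DMSO and GW8510 controls; measured by: ADP-Glo luminescence; incubation: 60 min reaction, RT; benchmarks: DMSO and 20 µM GW8510; reagent: peptide substrate plus 25 µM ATP (final); medium: Tris/MgCl2 kinase buffer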
HSF1 inh: HSF1 inhibition; NIH3T3-HGL HSE-luciferase, MG132-induced, luminescence 8 h; stronger effect = lower value; 0.77% of 300,000 active; activity change, negative = inhibition, % at 7.5 µM (by protocol);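 active = more than half of replicate wells show activity change below -50%, luminescence cut by over half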;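 also: luciferase reports HSF-1 transcriptional activity via heat shock element; 0% = median of DMSO wells and -100% = zero luminescence signal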
HSF-1 act: increases HSF-1 driven luciferase reporter signal | activation, % at 9 µM | NIH3T3-HGL HSF-1 luciferase reporter, MG132, 8 h; 100% = twice DMSO control signal | 1.7% of 300,000 active | AID 504408;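 active = mean replicate activation of at least 50% with a set share of replicates each reaching 50%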;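 also: 0% = median of the neutral control wells and 100% = twice that signal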
An asterisk follows results filed as active; . = no result given.

smiles	Platelet DG rel	aSyn 5UTR inh	GSK3A inh	KLF5 inh	HSP90 inh	IEC-6 tox	Dyrk1A ADPGlo	GSK3B inh	HSF1 inh	HSF-1 act
C=CCOc1c(Br)cc(CNc2ccc(NC(=O)CCC)cc2)cc1OCC	-5	6	.	-37	0	0	7	-22	0	-6
COc1ccccc1N1CCN(C(=O)c2n[nH]c3ccccc23)CC1	-11	-23	2	-1	3	2	-3	-3	3	-11
CCSc1ccc(C(=O)Nc2ccc(Br)cn2)cc1[N+](=O)[O-]	-1	-50	1	5	1	-5	3	2	-5	-1
COc1ccc2cc(C(=O)NCCO)sc(=O)c2c1OC	1	5	-3	-18	-1	-9	4	3	-3	3
CCOc1c2ccc(C(=O)NCc3cc(C(F)(F)F)cc(C(F)(F)F)c3)cc2nn1CCOC	2	-4	2	-42	-2	3	-2	1	1	3
COc1ccc2c(c1)C=C(CN1CCN(C3CCCC3)C(CCO)C1)CO2 (stereo unspecified)	2	1	9	-17	5	3	-2	1	-4	14
O=C(c1cc(-c2ccc(Cl)cc2)n(-c2cc(Cl)ccc2Cl)n1)N1CCOCC1	-10	6	.	-11	-5	-1	-6	-1	2	4
Cc1ccc(CN2CCN(CC(=O)N/N=C/c3c[nH]c4ccccc34)CC2)cc1	19	-8	-1	28	0	-12	-4	-2	-8	-3
CSCC[C@H](NC(=O)[C@@H]1CSC2c3ccccc3C(=O)N21)C(=O)NCc1ccco1 (stereo partly specified)	-3	-2	-1	8	0	-1	1	-1	-10	-16
Cc1ccc(NC(=O)Nc2ccc([N+](=O)[O-])cc2)nc1	11	-113	1	-12	-2	-1	-5	1	5	11
COc1ccc(CCN(C)C(=O)c2ccc(S(=O)(=O)Nc3ccccc3F)cc2)cc1OC	1	16	0	-22	-1	-2	0	0	-5	-4
Oc1c(C(c2cccs2)N2CCOCC2)sc2ncnn12 (stereo unspecified)	55*	4	2	-20	-4	-7	-6	-1	7	0
O=S(=O)(c1ccc2c(c1)OCCO2)N1CCN(Cc2ccccc2)CC1	-8	-6	1	-20	4	0	1	4	-8	-7
O=S(=O)(Nc1ccccn1)c1ccc(C2CCCCC2)cc1	15	26	4	11	4	8	0	3	2	1
CCCC(C)NC(=O)c1ccc(F)cc1 (stereo unspecified)	22	-19	0	50	6	8	1	-1	1	22
CCOc1cc(C2C(C(=O)OC)=CN(Cc3ccc(Cl)cc3)C=C2C(=O)OC)ccc1O	6	17	0	0	2	-2	-3	-2	15	22
CC1Cn2c(nnc2-c2cccc(Cl)c2)S1 (stereo unspecified)	-2	-23	3	-7	0	0	29	4	-4	5
Cc1ccc(NC(=O)/C(CN(C)C)=N\O)cc1	0	-89	-1	-119	-4	-4	48	-3	5	21
O=C(O)CCC(=O)c1ccc2c(c1)OCCO2	-4	-17	-7	-15	11	4	15	-1	1	6
CCCSc1nsc(NC(=O)c2cccnc2OCC)n1	-4	-72	0	25	1	3	3	6	6	5

(next part)
smiles	Platelet DG rel	aSyn 5UTR inh	GSK3A inh	KLF5 inh	HSP90 inh	IEC-6 tox	Dyrk1A ADPGlo	GSK3B inh	HSF1 inh	HSF-1 act
O=C(NNS(=O)(=O)c1ccc(F)cc1)c1cnn(-c2ccccc2)c1C(F)(F)F	-6	-28	-3	-10	8	6	15	2	-1	2
COc1ccc(NC(=O)CCc2nnc3ccc(N4CCC(C)CC4)nn23)cc1OC	-1	15	-1	-65	1	-3	-1	.	-71*	-78
CCN(CC)c1ncn(Cc2c(Cl)cccc2Cl)c2ncnc1-2	3	30	.	-1	3	5	12	-2	5	-3
Cc1c(Cl)cccc1NC(=O)CSCc1cc(=O)[nH][nH]1	-2	-3	-3	15	-1	-8	6	2	-1	2
O=C(c1cc([N+](=O)[O-])ccc1Cl)N1CCc2ccccc21	-7	23	-5	-19	4	1	3	3	1	20
CC(C)CNC(=O)c1cccc(C(=O)NCC(C)C)c1	2	-10	0	-10	0	0	1	2	-3	8
CCN(CC(=O)Nc1c(F)cccc1F)C(=O)c1ccc(C(=O)c2ccccc2)cc1	-5	7	4	.	.	.	13	-1	-4	-7
COc1ccc(-c2ncncc2-c2ccccc2)c(O)c1	1	2	36	5	-3	-3	21	-23	-23	-26
Fc1cccc(Cl)c1CSC1=NCCS1	2	-28	-1	-13	0	-3	0	-1	10	10
O=[N+]([O-])c1c(NCCO)cc(Sc2nc3ccccc3s2)c2nonc12	15	-41	-4	-12	3	1	4	0	192	229*
O=S(=O)(c1cccc2c(S(=O)(=O)N3CCCC3)cccc12)N1CCCC1	2	2	0	3	-2	-4	-3	3	2	3
N#Cc1c(F)cccc1N1CCOCC1	-1	-8	0	-5	-3	-3	-1	-1	-2	5
COc1ccc(C(=O)NCc2cc(C)nc3ccccc23)cc1OC	-14	14	-4	-18	3	-3	.	2	-7	-6
C=C(Cl)COc1ccc2c(CC)cc(=O)oc2c1	.	.	-1	-18	4	-5	21	.	.	.
Cn1c(=O)c2c(nc(CN3CCOCC3)n2CCCc2ccccc2)n(C)c1=O	4	21	2	-24	1	-2	-1	-1	1	8
N#Cc1ccccc1Sc1ccccc1C(=O)Nc1ccc(Br)cc1	-6	5	-2	6	1	-1	-5	-4	10	6
FC(F)Oc1ccc(/C=N/c2c(-c3ccc(OC(F)F)cc3)nc3n2CCS3)cc1	8	-54	-1	-21	8	2	7	-4	9	12
CCCCCCOC(=O)Cc1c(C)nc(-c2ccccc2)[nH]c1=O	-24	-3	-1	-11	0	-4	7	0	10	46
CCOc1ncccc1C(=O)OCc1ccc(C(=O)OC)o1	-37	-11	-2	-2	3	-4	1	-2	-3	5
CCN1CCN(CCCNC(=O)c2ccc(CS(=O)c3ccc(Br)cc3)o2)CC1 (stereo unspecified)	10	-2	-1	-21	-2	-6	.	1	-3	-9

(list continues)
smiles	Platelet DG rel	aSyn 5UTR inh	GSK3A inh	KLF5 inh	HSP90 inh	IEC-6 tox	Dyrk1A ADPGlo	GSK3B inh	HSF1 inh	HSF-1 act
COC(=O)c1ccc(CSc2nc3c(c(=O)n2-c2ccc(F)cc2)SCC3)o1	4	6	1	16	-3	-3	-4	2	10	11
CCOC(=O)COc1ccc2c(c1)C(=O)CC1(CCCCC1)O2	-15	-4	2	-40	0	-1	5	-2	-3	0
C/C(Cn1cnc([N+](=O)[O-])n1)=N/NC(=O)COc1c(Cl)cc(Cl)cc1Cl	0	-7	7	-1	0	1	0	0	4	-6
CN(C(=O)c1cccc(NC(=O)c2cccs2)c1)c1ccccc1	-15	-17	-4	-2	-1	-2	2	-22	2	2
O=P(O)(COc1ccccc1)COc1ccccc1	-2	-14	-5	-6	1	-1	5	-2	-3	-10
O=C(CCN1C(=O)c2ccccc2S1(=O)=O)Nc1nc2c(s1)CCCC2	3	-17	0	-22	-7	-1	17	2	9	23
CN(C)/C=C/C(=O)c1cnc(-c2cccc(Cl)c2)s1	-6	-146	-2	9	4	4	-6	-26	-3	-13
CCCCOC(=O)CSc1n[nH]c(=O)[nH]c1=O	2	19	-1	-36	1	-1	3	2	-2	-11
CCCn1c(=O)c(C(=O)NCCc2ccc(Cl)cc2)c(O)c2ccccc21	2	11	0	-18	1	-3	.	-23	-2	-7
O=C(NCCCN1CCOCC1)C(=O)N/N=C/c1cccc2ccccc12	8	39	-2	-24	0	4	.	2	2	-6
Cc1cc(C)c(C(=O)c2ccc(C(=O)N3CCCCC3)cc2)c(C)c1	-6	12	0	-13	1	4	4	-1	-2	2
C=CCn1c(SCC(=O)c2ccc(Br)cc2)nnc1C(CC(C)C)NC(=O)c1cccs1 (stereo unspecified)	-5	5	-2	-8	5	2	0	2	8	13
COC(=O)c1sccc1Oc1ccc(F)cc1[N+](=O)[O-]	0	15	1	-15	0	7	-7	-1	-2	1
Cc1ccccc1N=C1SC(CC(=O)Nc2ccc3ccccc3c2)C(=O)N1Cc1ccccn1 (stereo unspecified)	-19	17	-1	-20	-4	8	1	2	19	57*
Cc1cccn2c(=O)c3cc(C(=O)N4COCC4(C)C)n(C)c3nc12	-3	-3	-1	-14	0	0	2	1	-9	-16
Nc1c(/C=C2\C=Nc3ccccc32)c(=O)nc2sc(CC(=O)N3CCOCC3)nn12	1	16	-1	-9	-2	2	-3	1	-3	8
Cc1ccc(OCCC(=O)OCC(=O)N2CCN(S(=O)(=O)c3ccc(C)cc3)CC2)cc1	-1	26	-3	.	.	.	19	0	3	3
Cc1ccc(/C=C/c2ccc(=O)n(Cc3ccc(Cl)cc3Cl)n2)cc1	-8	-1	-2	-33	0	3	2	-4	-8	-19
COc1nc(Nc2cccc(F)c2)nc(OC)n1	-1	14	-2	-56	4	1	2	11	1	5
CC(C)c1cc(=O)n2c(nc3ccccc32)[nH]1	-9	-28	3	-63	0	2	.	-1	-1	0

(cont.)
smiles	Platelet DG rel	aSyn 5UTR inh	GSK3A inh	KLF5 inh	HSP90 inh	IEC-6 tox	Dyrk1A ADPGlo	GSK3B inh	HSF1 inh	HSF-1 act
COCCN(C)Cc1cn(-c2ccc(F)cc2F)nc1-c1ccccc1C	-1	26	-2	2	0	6	-1	1	3	19
O=C(Nc1ccc2sccc2c1)c1ccc(Cl)s1	16	-198	-2	-162	-4	-4	12	-1	34	72*
CCC(C(=O)NCc1ccncc1)c1ccccc1 (stereo unspecified)	2	15	0	-11	2	1	-2	0	.	.
CCCc1nnc(NC(=O)Cn2c(=O)oc3ccccc32)s1	2	5	-7	12	1	1	-6	3	6	-4
COc1ccccc1C(=O)NCC(=O)N/N=C/c1cc(Br)ccc1OCc1ccccc1	-1	-12	.	-16	5	-6	-2	2	10	4
CC(=O)Nc1ccc(NC(=O)CSc2nc3ccccc3nc2N2CCCCC2)cc1	-7	-14	-3	-27	-3	4	1	1	-1	9
CC(=O)N1CCOc2cc(S(=O)(=O)NCc3ccc(F)cc3)c(C)cc21	5	-1	-3	-4	-2	2	-4	2	-3	9
COc1ccc(C)cc1NC(=O)CSc1nnc(CC(=O)Nc2ccccc2C)n1C	4	7	-2	-17	-2	-3	6	2	-5	5
O=C(O)c1ccc(/C=C/c2nc3ccccc3c(=O)[nH]2)cc1	32	10	-2	2	-2	3	27	-12	-2	5
CCOC(=O)c1nn(-c2ccc(F)cc2)c(=O)cc1OCC(=O)Nc1ccc(OCC)cc1	-11	9	.	.	.	.	-4	0	-3	13
C=CCc1ccc(OCCCCNC(C)CC)c(OC)c1 (stereo unspecified)	-6	-33	-2	-28	3	-1	-4	-1	5	-13
Cc1ccc(C(C)C)c(OCC(=O)NN=C2CCCCCCC2)c1	-1	16	0	-39	0	0	2	1	-16	-8
Cc1ccc(S(=O)(=O)NCC(=O)N(CC(=O)NC2CCCC2)c2ccc3c(c2)OCCO3)cc1	28	-21	.	-19	0	4	3	-1	-6	-6
COc1ccc(Cn2c(N)c(C#N)c3nc4ccccc4nc32)cc1OC	2	29	1	-26	3	-2	4	.	11	4
CCC(C)C(=O)Nc1cc(Cl)ccc1C(=O)O (stereo unspecified)	0	7	23	-9	-2	6	41	-2	11	37
COc1ccc(N2CCN(CC(=O)Nc3ncc(C)s3)CC2)cc1	-4	11	0	-12	12	1	-1	1	-1	5

A portion of the library; count on the stated rates, not on these rows.
